hcDAF-12 act: H. contortus DAF-12 nuclear receptor activators, primary screen, cell-based, luminescence, HEK293, lit1-tk-luc reporter; HEK293 hcDAF-12 lit1-tk-luc reporter; 0% DMSO, 100% Δ7-dafachronic acid; activation, % at 6.8 µM; 370,000 compounds, 1.4% hits; AID 652067, 2013;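 active = activation above the mean of all tested compounds plus 3 SD, cut at about 5.5% in these data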;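 also: 100% = response to 3 µM Δ7-dafachronic acid high control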
DAX1 inh-1: DAX1 (NR0B1) inhibitors, primary screen, cell-based, HEK293, Gal4-DAX1, luciferase luminescence. 340,000 compounds, 0.99% hits. inhibition, % at 6.75 µM. Nuclear receptor subfamily 0 group B member 1 (Homo sapiens), P51843. HEK293 Gal4-DAX1 luciferase reporter. AID 504766, 2011;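 active = inhibition above the mean over all tested compounds plus 3 SD, cut at about 4.2% in these data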;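 also: 0% = DAX1-transfected cells with DMSO and 100% = empty-vector control cells with DMSO; inhibition shows as a rise in luminescence from relieved DAX1 repression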
Target sequence (P51843 207-470 limits assumed): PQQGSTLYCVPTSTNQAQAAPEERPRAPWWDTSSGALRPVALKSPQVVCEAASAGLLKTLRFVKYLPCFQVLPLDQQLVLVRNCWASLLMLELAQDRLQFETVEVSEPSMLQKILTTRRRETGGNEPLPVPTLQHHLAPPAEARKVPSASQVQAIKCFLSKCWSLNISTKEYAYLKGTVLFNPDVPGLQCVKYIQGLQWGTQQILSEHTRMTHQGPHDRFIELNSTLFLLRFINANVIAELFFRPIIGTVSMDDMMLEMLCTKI
ADAM17 inh: ADAM17 inhibitors, primary screen, biochemical, QFRET. Disintegrin and metalloproteinase domain-containing protein 17 (Homo sapiens), P78536. 370,000 compounds, 0.83% hits. inhibition, % at 6.95 µM. recombinant ADAM17, EDANS/DABCYL FRET peptide cleavage;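 active = inhibition above the mean of compounds lying between control limits plus 3 SD, set per campaign, cut at about 8.5% in these data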;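 also: 0% = DMSO-only wells as the low control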
Target sequence (P78536 215-824 limits assumed): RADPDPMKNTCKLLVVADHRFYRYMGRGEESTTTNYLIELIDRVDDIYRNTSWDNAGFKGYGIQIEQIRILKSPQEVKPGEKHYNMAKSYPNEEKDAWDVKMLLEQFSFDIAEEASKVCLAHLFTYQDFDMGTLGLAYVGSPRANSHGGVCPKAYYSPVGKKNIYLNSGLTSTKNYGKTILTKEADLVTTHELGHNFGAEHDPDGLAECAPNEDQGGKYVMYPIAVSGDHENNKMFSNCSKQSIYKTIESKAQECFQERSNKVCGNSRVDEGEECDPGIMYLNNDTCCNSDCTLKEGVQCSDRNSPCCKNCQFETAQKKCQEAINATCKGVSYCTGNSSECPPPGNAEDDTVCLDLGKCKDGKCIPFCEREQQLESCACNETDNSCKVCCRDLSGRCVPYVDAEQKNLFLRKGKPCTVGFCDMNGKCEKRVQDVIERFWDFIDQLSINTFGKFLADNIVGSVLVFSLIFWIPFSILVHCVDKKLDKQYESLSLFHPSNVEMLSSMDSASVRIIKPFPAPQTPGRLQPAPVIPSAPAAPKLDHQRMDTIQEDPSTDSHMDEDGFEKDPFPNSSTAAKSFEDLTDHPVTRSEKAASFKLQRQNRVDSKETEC
DAX1 inh-2: DAX1 (NR0B1) inhibitors on StAR promoter, primary screen, cell-based, luminescence, SF-1 (NR5A1), full-length DAX-1 | 370,000 compounds, 1.1% hits | HEK293T StAR-luciferase reporter, SF-1/DAX-1 repression relief | inhibition, % at 6.8 µM | AID 652010, 2013;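 active = inhibition above the mean over all tested compounds plus 3 SD, cut at about 3.6% in these data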;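 also: 0% = DAX-1 cells with DMSO and 100% = cells lacking DAX-1 with DMSO; higher inhibition means more luminescence from relief of DAX-1 repression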
PG9 Ab binder: binders of HIV-1 gp120 antibody PG9, primary screen, biochemical, TR-FRET; AID 624416, 2012; inhibition, % at 6.7 µM; TR-FRET gp120-PG9 antibody binding; HIV-1 gp120 / PG9 antibody interaction; 360,000 compounds, 0.43% hits; in the data active = inhibition above about 8.5%
GC-A act: GC-A stimulated cGMP production enhancers – HEK293 GC-A cells, cGMP TR-FRET, EC30 ANP, primary screen; Atrial natriuretic peptide receptor 1 (Homo sapiens), P16066; 0% at EC30 ANP, 100% saturating ANP; activation, % at 10 µM; 370,000 compounds, 0.14% hits; AID 1671463, 2021; in the data active = activation above about 40%
SMARCA2 act: SMARCA2 (BRM) function activators, primary screen, cell-based, luminescence, high throughput; MG213 cells, MMTV-luciferase reporter, dexamethasone, overnight; 370,000 compounds, 1% hits; activation, % at 9.1 µM; in the data active = activation above about 7.8%;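 also: 0% = vehicle wells and 100% = reference activator wells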
FXN GAA850 act: FXN promoter activators, primary screen, cell-based, luciferase luminescence, HEK293 lucGAA850; activation, % at 6 µM; 360,000 compounds, 0.56% hits; HEK293 lucGAA850 FXN promoter luciferase reporter, 24 h; percent of 10 µM SAHA response;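 active = activation above the average of all compounds screened plus 3 SD, cutoff fixed separately per campaign, cut at about 7.5% in these data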;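 also: 0% = DMSO wells and 100% = 10 µM SAHA wells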
ssDAF-12 act: S. stercoralis DAF-12 nuclear receptor activators, primary screen, cell-based, luminescence, HEK293, GRIP1 co-expression, lit1-tk-luc; Nuclear hormone receptor DAF-12 (Strongyloides stercoralis); HEK293 ssDAF-12/GRIP1 lit1-tk-luc reporter; % of 3 µM dafachronic acid response; activation, % at 6.8 µM; 370,000 compounds, 1% hits;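 active = activation above the mean over all tested compounds plus 3 SD, cut at about 0.9% in these data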;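 also: 0% = DMSO-only wells and 100% = 3 µM delta7-dafachronic acid wells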
hgDAF12 agonist: H. glycines DAF-12 receptor agonists, primary screen, cell-based, luminescence, HEK293, GAL4 fusion, UAS-luciferase | HEK293 GAL4-hgDAF12 UAS-luciferase reporter, agonist luminescence; normalized to butyrate control | 370,000 compounds, 1.8% hits | Nuclear hormone receptor DAF-12 (Heterodera glycines), GAL4 fusion | activation, % at 6.8 µM;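 active = activation above a cutoff set at the mean of all screened compounds plus 3 SD, cut at about 10% in these data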;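 also: 0% = DMSO wells and 100% = sodium butyrate wells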
ADAM10 inh: human ADAM10 inhibitors, primary screen, biochemical, QFRET, HTS | AID 720582, 2013 | inhibition, % at 7 µM | recombinant ADAM10, EDANS/DABCYL FRET peptide cleavage, 3 h | 370,000 compounds, 0.62% hits;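 active = inhibition above a per-campaign cutoff equal to the mean of compounds falling between control-based bounds plus 3 SD, cut at about 20% in these data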;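 also: 0% = DMSO wells while the 100% control is not disclosed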
* = called active by the depositor; · = no result given.

SMILES | hcDAF-12 act | DAX1 inh-1 | ADAM17 inh | DAX1 inh-2 | PG9 Ab binder | GC-A act | SMARCA2 act | FXN GAA850 act | ssDAF-12 act | hgDAF12 agonist | ADAM10 inh
Cc1ccc2c(c1)N(CC(=O)N1CCC(C)CC1)C(=O)c1cccnc1O2 | 0.2 | -0.1 | -2.6 | -0.7 | -0.9 | -1.9 | -3.9 | 0.5 | -1.2 | -1.5 | -5.8
CCOC(=O)c1sc2ncnc(OC)c2c1C | -1.2 | -0.6 | -3.1 | -1.1 | -1.8 | -0.1 | 2.3 | -0.2 | -0.9 | -0.6 | -6.2
COc1ccc(N(CC(=O)NCCSc2ccc(C)cc2)S(=O)(=O)c2ccccc2)c(OC)c1 | -2.8 | -1.4 | 4.7 | -0.7 | -0.1 | -13.7 | -3.6 | -1.8 | -1.4 | -2.6 | 10.9
COc1ccccc1N1CCN(C(=O)c2cc(-c3cccc(Cl)c3)on2)CC1 | -3.0 | 0.6 | -1.5 | 0.3 | -0.6 | 3.5 | -0.9 | -1.8 | -1.7 | -0.9 | 1.2
O=c1[nH]c(=O)n2c(c1-c1ccccc1)OC(CBr)C2 (stereo not given) | -0.4 | 1.0 | -2.9 | -0.3 | 0.1 | 1.7 | -2.6 | -1.0 | -1.2 | 1.8 | -19.8
COC(=O)N1CCCCC1c1cc(C(=O)NCc2ccccc2)no1 (stereo not given) | 0.5 | · | 5.0 | -0.2 | 1.5 | 5.2 | -2.0 | 0.1 | -0.8 | 1.0 | 6.1
CCOC(=O)C(NC(=O)NC1CCCCC1)(c1ccccc1)C(F)(F)F (stereo not given) | -1.5 | 0.6 | -2.1 | -0.1 | -1.0 | 0.0 | -0.4 | -5.5 | -1.7 | 2.1 | -3.2
CCc1nnc(NC(=O)CSc2nnc3c4ccccc4n(C)c3n2)s1 | 0.6 | 0.3 | -3.1 | -0.4 | 1.5 | -1.4 | 1.8 | 2.5 | -0.6 | 0.3 | 3.7
CC(NC(=O)COC(=O)c1ccc(N(C)C)cc1)c1ccccc1 (stereo not given) | -0.9 | -0.1 | -2.3 | -0.3 | -0.3 | 4.9 | -3.3 | 0.7 | -2.0 | -4.1 | 7.5
CC(C)C[C@H]1CN([C@@H](Cc2ccccc2)CN2CCC[C@H]2CN2C(=O)C(=O)NC[C@@H]2Cc2ccccc2)C(=O)C(=O)N1CCc1ccccc1 | 0.3 | · | -1.0 | 1.3 | 0.6 | 2.2 | 1.9 | · | -0.8 | 3.1 | -10.8
CCC(=O)Nc1cccc2c1C(=O)N(C)C2=O | -0.9 | 4.0 | -59.8 | 0.1 | 0.2 | -2.1 | 0.2 | -0.7 | -1.3 | 1.4 | -202.2
Cc1cnc(C(=O)N2CCCC(N3CCN(c4cccc(C(F)(F)F)c4)CC3)C2)cn1 (stereo not given) | -1.5 | -0.1 | 1.0 | -2.4 | -3.7 | 2.5 | -1.2 | -1.0 | -0.8 | -0.5 | 2.4
Cc1nc(=O)c(-c2ccccc2)c(C)n1CCCCCC(=O)O | -0.5 | 3.1 | -7.6 | 0.5 | -0.7 | 1.6 | 1.2 | 0.6 | -1.1 | -0.1 | -11.8
O=[N+]([O-])c1ccc(NC(=S)N2CCN(S(=O)(=O)c3ccccc3)CC2)cc1 | -1.7 | -0.6 | 0.8 | -1.6 | -1.4 | -7.5 | -2.7 | -1.5 | -0.3 | -2.1 | 5.0
CCc1cc2c(=O)[nH]c(COC)nc2s1 | -1.4 | 0.8 | -4.4 | 0.0 | 3.3 | 0.2 | -5.3 | 2.1 | -1.4 | -1.2 | -1.5
Cc1cc(C)nc(NCc2ccc(Cl)cc2)n1 | -1.1 | -0.8 | 0.2 | 0.0 | -3.0 | -5.8 | -2.4 | 1.6 | -1.5 | 0.1 | -0.2
CN(Cc1cccs1)C(=O)/C=C/c1ccccc1[N+](=O)[O-] | 1.0 | 0.7 | -0.4 | -0.5 | -0.1 | 1.1 | 3.2 | 2.7 | 0.3 | 8.3 | 1.6
O=C(O)c1cc(-c2ccc3ccccc3n2)nc2ccccc12 | 5.5 | -0.9 | -0.6 | 0.5 | -1.2 | -4.7 | 13.2* | 5.5 | 0.2 | 5.6 | 0.0
COc1ccc2c(c1OC)C(=O)N(c1ccc(C)c(C)c1)C2=O | -2.1 | 0.4 | -7.5 | -0.4 | 0.5 | 7.5 | -3.7 | 2.4 | -0.4 | 3.0 | 2.9
CC1(C(=O)NS(=O)(=O)c2ccc(C#N)cc2)CCN1C(=O)c1ccc(C2CCCCC2)cc1 (stereo not given) | -0.9 | · | 0.7 | 1.3 | -1.3 | -0.2 | -0.6 | 1.6 | -0.7 | 4.1 | 4.2
Cc1noc(C)c1COc1ccc(C(=O)N2CCN(c3ccccc3O)CC2)cc1 | -1.9 | -0.5 | 0.4 | -1.2 | -1.8 | -0.2 | 0.1 | 0.3 | -1.7 | -0.2 | 3.0
Fc1ccc(-c2csc(/C=C/c3ccc4c(c3)OCO4)n2)cc1 | 3.3 | 1.1 | -7.5 | 0.2 | -3.0 | 1.8 | 5.9 | 5.3 | 1.1* | 8.8 | -21.0
O=C(COC(=O)/C=C/c1cccc(Br)c1)NC1CCCC1 | -0.1 | 1.3 | 6.5 | 0.4 | -0.7 | -1.1 | -4.4 | 0.0 | -1.2 | -1.8 | 2.3
CCn1c(SCc2ccc(Cl)cc2)nnc1-c1ccccc1 | -1.4 | -0.9 | -3.8 | 0.1 | 0.2 | -8.1 | -5.2 | 2.3 | -1.0 | -2.9 | -5.4
CCc1noc(C)c1C(=O)N1CCCC(C(=O)c2ccc(OC)c(F)c2)C1 (stereo not given) | -0.4 | 0.7 | -3.5 | 0.2 | -0.8 | 1.2 | -2.4 | 1.2 | -1.6 | -0.9 | -4.0
CCOP(=O)(c1ccccc1)c1nc(-c2ccccc2Cl)oc1N1CCCCC1 (stereo not given) | -0.6 | 0.9 | -17.5 | 0.4 | 0.9 | -24.8 | -3.5 | 1.4 | -0.6 | -0.9 | -47.6
Cc1cc(C)nc(Nc2nc(C(N)Cc3ccc(Cl)cc3)cs2)n1 (stereo not given) | 0.3 | · | -1.4 | 0.3 | -1.4 | -15.9 | -4.8 | -1.2 | -1.2 | -3.2 | 0.3
COc1ccccc1N(C)S(=O)(=O)c1ccc(Cl)c(C(=O)OCc2c(C)noc2C)c1 | -3.9 | -0.4 | 3.8 | -1.2 | 0.2 | -2.8 | 0.1 | -1.4 | -2.0 | 0.0 | 4.0
Cc1nn(Cc2ccccc2Cl)c(C)c1C(=O)NC1=NCCS1 | -0.1 | 1.0 | -2.4 | -0.8 | -2.6 | 4.6 | -1.8 | 0.5 | -1.1 | -1.4 | 1.3
O=C(O)C[C@H]1c2ccc(C(F)(F)F)cc2S(=O)(=O)N1Cc1ccccc1 | -0.1 | 1.0 | -2.8 | -0.1 | 0.2 | 1.9 | -1.5 | 2.4 | -1.4 | 0.8 | -9.1
CC[C@@]1(C(=O)OC)N[C@H](CN(C)C(=O)C2CCCCC2)[C@@H]2C(=O)N(C)C(=O)[C@@H]21 | -0.7 | -0.6 | -0.6 | 0.9 | -2.2 | 0.7 | 1.4 | -0.1 | -0.5 | -3.1 | 0.5
Cn1ccnc1Sc1ccc(/C=N/NC(=O)c2ccccc2[N+](=O)[O-])cc1[N+](=O)[O-] | 0.0 | 1.5 | 1.6 | 0.3 | -3.0 | 0.9 | 3.6 | 3.3 | -0.9 | -0.4 | -7.3
CC(C)(C(=O)O)n1cncn1 | -1.0 | -0.1 | -3.1 | -0.4 | -3.5 | -2.3 | 0.4 | 2.4 | 0.6 | 0.5 | -7.8
CC1NC(=O)c2cccnc2-n2c1nc1ccccc1c2=O (stereo not given) | -1.6 | -1.3 | -1.4 | 0.1 | 0.3 | 5.0 | -5.0 | -0.1 | -0.6 | 0.5 | 6.3
COc1ccc(Br)c2c1C(=O)CC2 | 0.5 | 0.0 | -5.2 | -0.5 | 0.9 | -1.7 | -0.5 | 1.0 | -1.3 | -1.6 | -10.7
COc1ccc(CCN2CCCn3c2nc2c3c(=O)n(C)c(=O)n2C)cc1OC | 1.6 | -1.0 | 1.9 | -0.2 | -0.8 | 0.7 | 1.1 | 2.2 | -1.1 | -1.5 | -5.7
O=C(O)C(Cc1c[nH]c2ccccc12)N1C(=O)C2C3c4ccccc4C(c4ccccc43)C2C1=O (stereo not given) | 2.9 | 3.6 | -1.4 | 0.2 | -0.3 | 1.1 | 0.1 | 0.4 | -0.5 | -2.0 | -2.5
CC1(C)CC(=O)C2=C(C1)OC(N)=C(C#N)C2c1cn(-c2ccccc2)nc1-c1ccc(F)cc1 (stereo not given) | -2.8 | -1.0 | -6.8 | -0.1 | -0.3 | -16.9 | -0.5 | 2.3 | -1.5 | -4.4 | 1.8
CC1=C(C(=O)O)CC(S(=O)(=O)O)C1(C)C (stereo not given) | 0.4 | 1.5 | -2.2 | 3.7* | 0.6 | 0.2 | -4.7 | -0.9 | 0.0 | 1.4 | -6.7
CC(=O)N1CCCc2cc(S(=O)(=O)N3CCN(C4CCCCC4)CC3)ccc21 | -1.3 | 0.3 | -2.3 | -0.1 | -1.6 | 3.2 | -0.2 | -1.3 | -1.0 | -2.8 | 2.9
Cn1ccnc1C(=O)C1CCCN(Cc2cn[nH]c2-c2ccc(-c3ccccc3)cc2)C1 (stereo not given) | -1.0 | -0.4 | -2.0 | 0.0 | 0.1 | -20.9 | 1.4 | -0.5 | -1.5 | 2.0 | 1.1
CCc1nc2ccc(C(=O)Nc3ccc(NC(C)=O)cc3)cn2c1N(CCC(C)C)CCN(C)C | -1.0 | · | 0.9 | 0.4 | -2.5 | -2.2 | 8.4* | -3.5 | -0.4 | 3.0 | 0.7
COc1ccc(C2CC=C(C(C)=O)CN2S(=O)(=O)c2ccc(C)cc2)cc1 (stereo not given) | -0.9 | · | 2.5 | -2.5 | 0.8 | -1.5 | -1.9 | · | -0.8 | 0.7 | -3.7
O=C(CSc1nc(O)cc(=O)[nH]1)N1CCCc2ccccc21 | 2.6 | -0.8 | -1.5 | -0.2 | -3.7 | -1.4 | -1.6 | 1.6 | -0.7 | -0.2 | -16.3

Screening data from PubChem.
